Source: PubChem BioAssay (several laboratories)
GalR3 antagonist – antagonists of human GalR3; O60755; HEK293 GalR3-CNG cAMP membrane potential fluorescence; galR3 body fused to GalR1 C-terminus; inhibition, % at 3 µM; 360,000 tested, 0.44% active; AID 651719;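 active = inhibition above the screen-wide average plus 3 SD, cut at about 13% in these data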;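 note: forskolin and galanin both at EC90 stimulate the cells; cAMP rise reported by CNG channel membrane potential dye signal; 0% = forskolin plus galanin with DMSO and 100% = forskolin alone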
pCIP destab – p/CIP protein destabilization | Q05BA5 | F442A p/CIP-EGFP cells, EGFP fluorescence, 16 h | decrease of EGFP signal, % at 10 µM | 290,000 tested, 0.01% active;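 active = EGFP signal decrease of at least 30% at 10 µM or well 3 SD below plate mean, unless failing retest; inactive = the rest, including hits failing retest or dose response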; note: some compounds called inactive have numbers as strong as hits; many of its hits are not listed in these tables
IDE act – boosts human insulin-degrading enzyme activity in HEK cells | FAbeta-B cleavage, fluorescence polarization; 0% vehicle, 100% cell-free pure enzyme wells | 340,000 tested, 0.073% active | P14735 | activation, % at 5.96 µM;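 active = activation above the mean of all tested compounds plus 3 SD, set per screening campaign, cut at about 17% in these data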
Target sequence (P14735 whole entry, looked up): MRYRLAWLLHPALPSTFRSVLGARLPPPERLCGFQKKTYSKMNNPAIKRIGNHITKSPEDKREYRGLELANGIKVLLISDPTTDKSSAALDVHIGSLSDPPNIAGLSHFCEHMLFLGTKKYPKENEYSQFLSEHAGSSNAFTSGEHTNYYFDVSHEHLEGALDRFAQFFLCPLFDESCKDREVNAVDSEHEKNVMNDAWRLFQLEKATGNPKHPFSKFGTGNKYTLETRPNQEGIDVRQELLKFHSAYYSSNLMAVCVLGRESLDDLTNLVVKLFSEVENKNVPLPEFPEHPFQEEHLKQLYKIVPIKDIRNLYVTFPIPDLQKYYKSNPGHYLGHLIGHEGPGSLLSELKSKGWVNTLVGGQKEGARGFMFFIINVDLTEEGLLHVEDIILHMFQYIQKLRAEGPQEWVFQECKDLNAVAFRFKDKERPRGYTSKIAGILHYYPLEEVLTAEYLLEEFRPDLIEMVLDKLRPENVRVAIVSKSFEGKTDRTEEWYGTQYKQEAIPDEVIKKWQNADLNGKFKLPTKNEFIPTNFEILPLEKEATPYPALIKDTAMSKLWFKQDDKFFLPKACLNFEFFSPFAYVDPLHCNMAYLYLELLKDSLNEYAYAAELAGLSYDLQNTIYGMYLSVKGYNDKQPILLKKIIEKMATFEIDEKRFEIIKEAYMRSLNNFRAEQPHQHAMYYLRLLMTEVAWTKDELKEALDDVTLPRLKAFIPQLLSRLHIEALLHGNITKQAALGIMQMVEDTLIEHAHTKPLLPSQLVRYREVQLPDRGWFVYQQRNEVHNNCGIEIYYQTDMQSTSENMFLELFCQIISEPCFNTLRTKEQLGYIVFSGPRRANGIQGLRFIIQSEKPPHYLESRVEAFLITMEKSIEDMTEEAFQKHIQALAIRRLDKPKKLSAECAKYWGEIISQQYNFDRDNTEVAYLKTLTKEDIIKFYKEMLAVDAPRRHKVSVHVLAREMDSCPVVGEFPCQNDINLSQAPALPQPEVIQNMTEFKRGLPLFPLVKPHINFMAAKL
CRFR2-BP ag – agonists of human CRF-binding protein/CRF-R2 receptor complex | HEK293 CRF-R2/CRF-BP, calcium dye fluorescence (FLIPR); percent of saturating CRF peptide response | activation, % at 13.2 µM | 350,000 tested, 0.46% active;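 active = activation of at least 50%, plus an integration ratio under a set limit after plate pattern correction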;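 note: plate controls were neutral control wells without compound for no effect and CRF at EC100 for full effect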
PHOSPHO1 block – PHOSPHO1 (human) inhibition. Q8TCT1. recombinant PHOSPHO1, absorbance phosphatase assay. inhibition, % at 13.3 µM. 290,000 tested, 1.1% active; in the data active = inhibition above about 60%
IDE cell inh – inhibitors of human insulin-degrading enzyme in cells | HEK cells, FAbetaB cleavage, fluorescence polarization | inhibition, % at 5.59 µM | 320,000 tested, 0.41% active;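 active = percent inhibition above the average of all tested compounds plus 3 SD, set per screening campaign, cut at about 16% in these data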;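 note: IDE supplied by intact live HEK cells; FP after avidin binding of uncleaved biotin substrate so inhibition keeps polarization high; 0% = DMSO wells and 100% = 60 µM reference IDE inhibitor Ii1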
MEKK3 PB1 HTS – MEKK3-MEK5 PB1 interaction, increase or decrease; 290,000 tested, 1.4% active; binding response (% of control), % at 10 µM; bead-based flow cytometry, Alexa488-MEK5 binding to MEKK3; actives lie on both sides; 0 = blocked by unlabeled MEK5, 100 = vehicle; AID 1529;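 active = binding response more than 3 SD above or below the average of its plate-row segment, actives on both sides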;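 note: Alexa488 bead fluorescence after subtracting the streptavidin-only scavenger bead signal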
CRFBP-R2 block – antagonists of CRF-binding protein/CRF-R2 receptor complex; HEK293 CRF-R2/CRF-BP, CRF-induced calcium fluorescence; 350,000 tested, 0.59% active; inhibition, % at 11.8 µM;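 active = inhibition of the ligand-induced calcium signal above about 50% at the single tested concentration, limit read from the data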
M4 PAM – positive allosteric modulators of human muscarinic M4 receptor. CHO-K1 hM4/Gqi5, Fluo-8 calcium fluorescence, ACh EC20; 0% = ACh EC20, 100% = maximal ACh. activation, % at 3 µM. 360,000 tested, 0.4% active;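 active = activation above its plate's cutoff, the mean activation of sample wells plus 3 SD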; note: some results filed as inactive read as strong as hits
Numbers without * were called inactive; nt = not tested or not shown. Rows are unselected. About 4.2% of those tested had a hit in this group.

SMILES | GalR3 antagonist | pCIP destab | IDE act | CRFR2-BP ag | PHOSPHO1 block | IDE cell inh | MEKK3 PB1 HTS | CRFBP-R2 block | M4 PAM
Cc1ccccc1CC(=O)N1CCC(CCC(=O)NC2CC2)CC1 | 2 | nt | nt | -1.5 | nt | nt | nt | -6 | 4
Cc1cccc(/C=N/Nc2cc(N3CCOCC3)nc(N3CCOCC3)n2)c1 | 0 | -19 | -2 | -3.6 | -5 | 5 | 98 | 22 | 7
CCOCCOC(=O)Cn1cnc2scc(-c3ccc(C)cc3)c2c1=O | -2 | -12 | 6 | -0.9 | 19 | 0 | 112 | 11 | 0
Cc1ccccc1Nc1nnc(SCC(=O)NC(=O)Nc2ccc3c(c2)OCCO3)s1 | nt | 2 | nt | nt | -7 | -1 | 98 | nt | nt
O=C1c2ccccc2NC(c2ccccc2Br)N1CCCN1CCOCC1 (stereo unspecified) | -3 | -4 | 3 | -1.2 | -2 | 4 | 106 | -3 | 2
NC(=O)c1cccnc1Oc1ccc(Cl)cc1Cl | -4 | 8 | 0 | -0.2 | 34 | 1 | 103 | 5 | 15
CCN(CC)c1ccc(/C=N/N2CCOCC2)c(O)c1 | 7 | -10 | 0 | -0.4 | 4 | 2 | 89 | -2 | 8
COc1ccc(OCCOC(=O)CNC(=O)c2ccc(Cl)cc2Cl)cc1 | -3 | nt | -2 | -4.0 | nt | 3 | nt | 20 | 2
CC(NC(=O)c1ccc(N2CCNCC2)c([N+](=O)[O-])c1)C12CC3CC(CC(C3)C1)C2 (stereo unspecified) | nt | -3 | nt | -1.8 | 21 | -1 | 99 | -3 | nt
CC(C)CN(CC(C)C)C(=O)CCCC(=O)N(CC(C)C)CC(C)C | -6 | -2 | 3 | 6.6 | -7 | 4 | 100 | 53* | 0
Cc1ccc(CNC(=O)CNS(=O)(=O)c2cccc3nsnc23)cc1 | -3 | -18 | -2 | -1.6 | 14 | 1 | 82 | 25 | -1
COc1ccc(CCNc2ccc(C(CC(N)=O)NC(=O)c3ccccc3)cc2[N+](=O)[O-])cc1 (stereo unspecified) | 2 | -10 | 8 | 0.0 | 6 | 1 | 95 | 5 | -3
O=C(O)CN1C(=O)Nc2ccc(Br)cc2C1c1ccccc1 (stereo unspecified) | 1 | -17 | 6 | 0.6 | 9 | 3 | 97 | 6 | -3
CC(C)Oc1ccc(C2CC(=O)NC2=O)cc1 (stereo unspecified) | 0 | -3 | -2 | 1.2 | -21 | nt | 101 | -4 | 2
N#CCCn1cc(/C=C2\NC(=S)N(c3ccccc3)C2=O)c(-c2ccc(F)cc2)n1 | -3 | -15 | 5 | -4.2 | 4 | 3 | 103 | -54 | 19

Looked up above:
Result of CCOCCOC(=O)Cn1cnc2scc(-c3ccc(C)cc3)c2c1=O under PHOSPHO1 block: 19
Result of Cc1ccc(CNC(=O)CNS(=O)(=O)c2cccc3nsnc23)cc1 under CRFBP-R2 block: 25

(list continues)
SMILES | GalR3 antagonist | pCIP destab | IDE act | CRFR2-BP ag | PHOSPHO1 block | IDE cell inh | MEKK3 PB1 HTS | CRFBP-R2 block | M4 PAM
COc1ccc(-c2nc(NC(=O)c3ccc(OCC(=O)Nc4ccc(F)cc4)c(OC)c3)sc2C)cc1 | -2 | -1 | 0 | -1.1 | -8 | -4 | 104 | -1 | -6
C/C(=N\NC(=O)c1ccc2ccccc2c1)c1cccs1 | 2 | -13 | 1 | -0.4 | 18 | nt | 104 | 1 | -5
CCOc1ccc(N2CC(NS(=O)(=O)c3cccnc3)CC2=O)cc1 (stereo unspecified) | -1 | nt | -1 | -0.5 | nt | 7 | nt | 3 | 11
CC[C@H](C)[C@H](NC(=O)c1ccc(Cl)cc1)C(=O)OCC(=O)c1c(N)n(C)c(=O)n(C)c1=O | -5 | nt | -2 | -3.1 | nt | 1 | nt | -8 | 9
S=C(Nc1ccc2nsnc2c1)N1CCCC1 | 2 | -7 | 4 | 28 | 28 | 3 | 99 | -20 | -5
CC(NCc1ccc2c(c1)OCO2)C(=O)NC1CCCCC1 (stereo unspecified) | 4 | -3 | 2 | -2.2 | 49 | 6 | 98 | -4 | -6
CC(OC(=O)COc1ccccc1)C(=O)NC1CCCC1 (stereo unspecified) | -2 | nt | 1 | -1.2 | nt | -2 | nt | 5 | 13
Nc1c(N(Cc2ccco2)C(=O)c2cccc(F)c2)c(=O)[nH]c(=O)n1Cc1ccccc1 | 3 | nt | 1 | -0.3 | nt | -4 | nt | 1 | 7
Clc1ccccc1CSc1nnc(-c2ccncc2)o1 | -3 | -19 | 5 | -0.3 | 42 | 7 | 98 | -13 | 1
Cc1cc(C)c2oc(=O)cc(CN3CCN(Cc4ccc5c(c4)OCO5)CC3)c2c1 | 0 | 1 | 4 | -4.0 | -25 | nt | 105 | -3 | 1
COc1ccccc1N(Cc1cc(=O)[nH]c2ccccc12)C(=O)C(C)C | -13 | -6 | 0 | -1.9 | 27 | 8 | 95 | 3 | -1
CCCCCCC(NC(=O)Cc1ccc2ccccc2c1)C(=O)O (stereo unspecified) | -7 | nt | 7 | 0.3 | nt | nt | nt | 3 | 9
COc1ccc(-n2c(Cn3c(=O)sc4ccccc43)nnc2SCC(=O)N2CCCC2)cc1 | 1 | -7 | 4 | 6.6 | 44 | 0 | 99 | -7 | 2
O=C(COc1ccc(C(=S)N2CCOCC2)cc1Cl)Nc1ccccc1Cl | -5 | 4 | 1 | -0.4 | 45 | -3 | 100 | -20 | 7
Cc1[nH]nc2c1-c1nc3ccccc3nc1C(C)(C)C2 | -8 | -15 | 0 | 1.0 | 4 | 10 | 94 | -31 | 11
COCCn1cnnc1SCC(=O)Nc1ccc(N2CCCCC2)cc1 | -3 | nt | 4 | 0.0 | nt | 4 | nt | -5 | 1
COc1cccc(OC)c1C(=O)Nc1nc2cc3c(cc2s1)OCO3 | -7 | 1 | 9 | 0.9 | 46 | -1 | 99 | -5 | -9
S=C(NCCN1CCOCC1)Nc1ccc(-c2nc3ccccc3[nH]2)cc1 | -9 | 4 | -6 | -1.4 | -39 | -11 | 95 | 13 | 13
Cc1cc(=O)[nH]c(N2CCN(c3ccc(Cl)cc3)CC2)n1 | -6 | nt | -10 | 0.8 | nt | 15 | 105 | -15 | -4
O=C(N/N=C/c1cc(Br)ccc1O)c1ccccc1Cl | -3 | 9 | -6 | 0.2 | -6 | -3 | 100 | -12 | -6
O=C(COc1ccc(S(=O)(=O)N2CCOCC2)cc1)N1CCOCC1 | -5 | nt | 5 | -1.0 | nt | -2 | nt | 13 | 3
CC1=NNC(=O)/C1=C\c1cn(-c2ccccc2)nc1-c1cccs1 | 10 | -9 | -4 | 80* | 18 | 8 | 91 | -57 | -19
COc1ccc(NC(=O)CSc2nnc(C3CC3)n2C)cc1 | -3 | 1 | 3 | -0.9 | -11 | 1 | 104 | -4 | 1
O=C(COC(=O)C1CCN(S(=O)(=O)c2ccccc2)CC1)NCCc1ccccc1 | -4 | nt | 6 | -1.0 | nt | 7 | nt | 10 | 1
Cc1ccccc1S(=O)(=O)Cc1ccc(C(=O)N2CCN(c3cccc(C)c3C)CC2)o1 | -7 | 6 | -6 | 0.6 | -7 | 17* | 101 | 0 | -17
CCOc1ccc(Oc2nc(NCC(C)C)nc(OC)n2)nn1 | 1 | -2 | 2 | -1.9 | -6 | -3 | 102 | 5 | 14
COc1cc(C2C3C(=O)N(Cc4ccccc4)C(=O)C3ON2c2ccccc2)cc(OC)c1OC (stereo unspecified) | -2 | -2 | 2 | 1.7 | 17 | nt | 90 | -4 | 14
CCn1c(SCC(=O)Nc2ccc(OC)cc2)nnc1-c1ccco1 | -2 | -1 | 2 | -2.3 | -7 | -4 | 110 | 13 | 3
O=C(CN1CCN(Cc2ccccc2)CC1)N/N=C/C=C/c1ccco1 | -2 | 12 | 8 | -1.4 | -2 | -3 | 109 | -5 | 1
CCCn1c(C)cc(=O)c2cc(NC(=O)c3ccccn3)ccc21 | 0 | -10 | -2 | 0.6 | 4 | -3 | 106 | -13 | 4
CCOC(=O)/C(C#N)=C1/C=CN(c2ccccc2)C=N1 | -6 | -8 | -1 | 1.0 | 16 | 1 | 106 | 4 | 5
Cc1noc2ncnc(N3CCN(c4cccc(Cl)c4)CC3)c12 | -10 | -8 | 0 | -1.5 | 34 | 1 | 105 | 5 | -2
Cc1ccc(OCCNC(=O)C2CC(=O)N(c3ccc(C)cc3)C2)cc1 (stereo unspecified) | -3 | -11 | 1 | -0.7 | 5 | -2 | 97 | 8 | 7
COc1ccccc1NC(=O)Cn1c(=O)n(CCc2c[nH]c3ccccc23)c(=O)c2cccnc21 | -5 | 0 | 6 | 1.3 | -9 | 1 | 84 | -15 | -12
COc1cc([N+](=O)[O-])cc(/C=N/NC(=O)c2cncc(Br)c2)c1O | 25* | 8 | 3 | 3.4 | -10 | -2 | 100 | -1 | -9
COC(=O)[C@@H]1C[C@@]2(O)[C@@H](O)[C@@H](O)[C@@H](O)C[C@H]2N1C/C=C/c1ccccc1 | 1 | -6 | 0 | -1.2 | -4 | -5 | 103 | 4 | -2
CC(=O)Nc1ccc(N=Nc2c(C)[nH]n(C(N)=S)c2=O)cc1 | -3 | 12 | 4 | -0.5 | 54 | -3 | 97 | 22 | 1
CC(C)Nc1nc(NC(C)C)nc(Oc2ccc(OCc3ccccc3)nn2)n1 | -3 | -8 | 2 | -4.9 | -3 | 4 | 106 | -5 | -1
Nc1cc(N)nc(SCC(=O)c2ccccc2)n1 | -2 | -5 | 1 | 0.7 | 42 | 0 | 94 | -12 | -1
NC(=O)CCN1CCN(C(=O)c2ccc3nc(Cc4cccc(Cl)c4)oc3c2)CC1 | 3 | -3 | -4 | 2.1 | 52 | 6 | 107 | -9 | 11
NC(=O)C1CCCN(C(=O)CCC(=O)c2cccs2)C1 (stereo unspecified) | -2 | nt | 2 | 3.4 | nt | 2 | nt | -1 | -3
CNC(=O)COc1ncnc2sc(C)c(C)c12 | 1 | -3 | 5 | 1.3 | 5 | -3 | 91 | 8 | 3
CCSc1nnc(Cn2c(=O)sc3ccccc32)n1-c1ccccc1C | -2 | -5 | 1 | 1.2 | 0 | 4 | 90 | 6 | 2
O=C(O)CN1CCc2ccccc2C1 | -3 | -11 | 0 | 4.8 | 4 | 4 | 92 | 4 | 1
Cc1ccc(C(=O)NC2CCS(=O)(=O)C2)cc1S(=O)(=O)N1CCCCCC1 (stereo unspecified) | -6 | 2 | -6 | 1.7 | 12 | 4 | 101 | 3 | 7
CCOC(=O)C(NC(C)=O)(Nc1ccc(S(=O)(=O)Nc2nccs2)cc1)C(F)(F)F (stereo unspecified) | -5 | -1 | 5 | -1.6 | -17 | 3 | 99 | -16 | 9
CCCCc1ccc(-c2csc(/C(C#N)=C\c3ccc(C)o3)n2)cc1 | -7 | -22 | -11 | 3.3 | 18 | -4 | 103 | -28 | 0
O=C(NCCCn1ccnc1)c1cc(S(=O)(=O)N2CCOCC2)ccc1F | 0 | -7 | -4 | 6.4 | -48 | -2 | 106 | 13 | -1
CCCN(CCC)C(=O)c1ccccc1C(=O)N(CCC)CCC | -2 | 2 | 1 | -1.4 | 0 | 5 | 94 | 8 | 2
CC1CCCCN1S(=O)(=O)c1cccc2nonc12 (stereo unspecified) | -3 | -12 | -3 | 0.2 | 37 | nt | 103 | 3 | 3
CCn1ccnc1CN1CCN(CC=C(C)C)C(CCO)C1 (stereo unspecified) | -3 | 8 | -2 | -0.6 | 31 | -3 | 106 | -16 | 1
